High-throughput results as filed in PubChem.
TDP2 inh: human TDP2 enzyme inhibitors, primary screen, biochemical, epi absorbance, recombinant enzyme. inhibition, % at 12.8 µM. 370,000 tested, 0.34% active. T5PNP hydrolysis, p-nitrophenol absorbance 415 nm. Tyrosyl-DNA phosphodiesterase 2 (Homo sapiens), O95551;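 active means inhibition above the mean of all tested compounds plus 3 SD, set per campaign, cut at about 25% in these data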;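 further: 0% = DMSO with enzyme and 100% = buffer with substrate but no TDP2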
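Assay system: recombinant human TDP2 / Reagent: T5PNP substrate at 5 mM, a TopII-DNA adduct mimic / Measured by: epi absorbance from released p-nitrophenol / Evaluation: % inhibition relative to enzyme-containing and enzyme-free wells / Control set: enzyme-free and DMSO wells / Replicates: each compound tested once, singlicate / Schedule: enzyme reaction with compound for 2 h at 37 °C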
HTRA1 inh: HTRA1 serine protease inhibitors, primary screen, biochemical, fluorescence polarization, HTS; 340,000 tested, 0.5% active; inhibition, % at 5.96 µM; recombinant HTRA1, FP-rhodamine activity-based probe; Q92743; AID 504803, 2011; in the data active means inhibition above about 36%;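 further: 0% = enzyme with DMSO and 100% = wells lacking enzyme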
Target sequence (Q92743 whole entry, looked up): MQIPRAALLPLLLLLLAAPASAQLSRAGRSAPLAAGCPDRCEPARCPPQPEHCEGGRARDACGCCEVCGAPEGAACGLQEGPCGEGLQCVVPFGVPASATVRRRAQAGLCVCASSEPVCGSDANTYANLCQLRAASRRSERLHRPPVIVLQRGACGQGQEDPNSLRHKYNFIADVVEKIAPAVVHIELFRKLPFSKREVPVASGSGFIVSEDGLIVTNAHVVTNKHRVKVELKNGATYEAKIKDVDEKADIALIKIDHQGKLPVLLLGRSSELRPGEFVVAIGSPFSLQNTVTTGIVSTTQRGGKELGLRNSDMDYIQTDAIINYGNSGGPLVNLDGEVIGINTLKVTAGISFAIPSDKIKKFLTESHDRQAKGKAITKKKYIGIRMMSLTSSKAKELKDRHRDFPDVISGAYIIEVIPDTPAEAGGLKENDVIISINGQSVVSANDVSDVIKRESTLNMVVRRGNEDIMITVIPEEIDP
PG9 Ab binder: binders of HIV-1 gp120 antibody PG9, primary screen, biochemical, TR-FRET; HIV-1 gp120 / PG9 antibody interaction; TR-FRET gp120-PG9 antibody binding; inhibition, % at 6.7 µM; 360,000 tested, 0.43% active; in the data active means inhibition above about 8.5%
PRMT1 FP inh: PRMT1 methyltransferase inhibitors, primary screen, biochemical, fluorescence polarization; Protein arginine N-methyltransferase 1 (Homo sapiens), Q99873; recombinant PRMT1, activity-based probe fluorescence polarization; inhibition, % at 2.79 µM; 370,000 tested, 1.3% active; AID 652257, 2013;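 active means inhibition above about 21% made by adding two undisclosed values, limit read from the data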
Target sequence (Q99873 whole entry, looked up): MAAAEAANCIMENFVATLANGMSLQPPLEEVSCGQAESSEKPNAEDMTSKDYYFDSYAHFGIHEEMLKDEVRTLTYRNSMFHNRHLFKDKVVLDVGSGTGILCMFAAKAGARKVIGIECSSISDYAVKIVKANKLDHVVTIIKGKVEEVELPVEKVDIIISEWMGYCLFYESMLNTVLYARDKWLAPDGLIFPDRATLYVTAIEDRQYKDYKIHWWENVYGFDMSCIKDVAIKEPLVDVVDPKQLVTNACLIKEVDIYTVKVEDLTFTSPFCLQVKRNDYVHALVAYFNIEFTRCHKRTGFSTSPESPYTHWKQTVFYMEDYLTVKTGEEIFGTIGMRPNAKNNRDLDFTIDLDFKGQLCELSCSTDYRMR
TCR-CD3 inh: inhibitors of human TCR-CD3 interaction, primary screen, biochemical, fluorescence, TAMRA-labeled TCR probe | 360,000 tested, 0.37% active | inhibition, % at 9.4 µM | T-cell receptor (TCR) | AID 651800, 2012; in the data active means inhibition above about 19%;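 further: recombinant mutant TCR 2C K166C tagged with TAMRA read by polarization; 0% = receptor in buffer alone and 100% = receptor with positive control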
LEDGF integ inh: blockers of LEDGF/p75-dependent integrase strand transfer – biochemical, TR-FRET, high throughput, primary screen | AID 743269, 2014 | TR-FRET IN-LEDGF/p75 DNA integration, Eu/Cy5 | HIV-1 integrase (with human LEDGF/p75) | 370,000 tested, 0.64% active | inhibition, % at 3.7 µM;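 active means inhibition above the screen-wide mean plus 3 SD, cut at about 13% in these data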;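 further: signal is the Cy5 over europium emission ratio at 671 and 618 nm; 0% = plate median of compound wells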
SIAE inh: human SIAE inhibitors, primary screen, biochemical, fluorescence polarization, FP-Rh probe, 1536-well HTS | Sialate O-acetylesterase (Homo sapiens), Q9HAT2 | SIAE FP-Rh probe binding | inhibition, % at 9.66 µM | 370,000 tested, 0.69% active;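 active means inhibition above a cutoff: mean of compounds within the control limits plus 3 SD of those, cut at about 17% in these data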;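 further: 0% = plate median of compound wells and 100% = probe without SIAE protein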
UHRF1 MBD2 ctr: UHRF1 methylated DNA binding inhibitors, primary screen, counter-screen for MBD2 inhibitor project, biochemical, TR-FRET, human UHRF1, single concentration; inhibition, % at 4.4 µM; AID 687016, 2013; 370,000 tested, 0.75% active; E3 ubiquitin-protein ligase UHRF1 (Homo sapiens), Q96T88; UHRF1 binding to methylated oligo; in the data active means inhibition above about 21%;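 further: UHRF1 SRA domain binding a hemimethylated CpG hairpin DNA probe; 0% = median of test compound wells and 100% = reference inhibitor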
DDE Tn7 FP inh: inhibitors of Tn7 peptide binding to fibrin DD(E), primary screen, biochemical, fluorescence polarization, human fibrin, Tn7 probe | Fibrinogen beta chain (Homo sapiens), P02675 | FP displacement of FITC-Tn7 peptide from fibrin DD(E); 0% = median of compound wells per plate | inhibition, % at 8.3 µM | 370,000 tested, 0.13% active;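 active means inhibition above the mean of compounds falling within the control limits plus 3 SD of them, cut at about 14% in these data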;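 further: 0% = plate median of compound wells and 100% = 10 µM Aha-Tn7 peptide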
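Measure: % inhibition scaled between sample-field median and high-control FP; Test system: human fibrin DD(E); Quantity: 2 µM final DD(E) protein; Doses: one dose, 8.3 µM nominal; Schedule: compound with protein 10 min, then 3 h after probe, room temperature; Detection: fluorescence polarization; Medium: Tris buffer with calcium and detergent, pH 7.8.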
mABHD4 FP: ABHD4 inhibitors, primary screen, biochemical, fluorescence polarization, mouse; (Lyso)-N-acylphosphatidylethanolamine lipase (Mus musculus), Q8VD66; purified mABHD4, FP-Rh probe fluorescence polarization; inhibition, % at 8.92 µM; 370,000 tested, 0.54% active; AID 720543, 2013;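 active means inhibition exceeding the mean over every tested compound plus 3 SD, cut at about 30% in these data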;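 further: 0% = plate median of compound wells and 100% = S159A mutant with DMSO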
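Test system: mABHD4 protein; Read-out basis: % inhibition; Incubation: 45 min + 60 min at 25 °C; Repeats: single replicate; Technique: fluorescence polarization with parallel and perpendicular emission, 525/598 nm; Compound: 8.92 µM, single dose; Benchmarks: full inhibition S159A mutant plus DMSO, zero as sample-well median.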
Active calls of the source: *; nt = no result given.

SMILES | TDP2 inh | HTRA1 inh | PG9 Ab binder | PRMT1 FP inh | TCR-CD3 inh | LEDGF integ inh | SIAE inh | UHRF1 MBD2 ctr | DDE Tn7 FP inh | mABHD4 FP
Cn1cccc1CNCC(O)c1ccccc1 (configuration not stated) | 0 | -3 | -0.4 | -2 | 10 | -2 | 4 | -4 | 7 | -4
O=S1(=O)C=CC(N2CCOCC2)C1 (configuration not stated) | 0 | 10 | -0.8 | -2 | 3 | 0 | 4 | 1 | 3 | -6
O=c1c2ccccc2nc(-c2ccccc2)n1/N=C/c1ccc([N+](=O)[O-])cc1 | 3 | 7 | -0.2 | -1 | -1 | 1 | 11 | -1 | 5 | -3
Cc1nnc(NC(=O)CSc2ccc([N+](=O)[O-])cn2)s1 | 13 | -4 | -1.1 | -3 | -5 | 3 | 7 | 2 | -1 | -3
Clc1ccccc1NN(Cc1ccncc1)c1ccccc1Cl | -7 | -38 | -0.5 | -7 | 8 | 5 | 1 | -2 | 5 | -2
COC(CNC(=O)c1cc(-c2ccncc2)nc2ccc(S(=O)(=O)N3CCOCC3)cc12)OC | 0 | -2 | 0.8 | -4 | 0 | -2 | 1 | 0 | -4 | -2
FC(F)(F)c1cc(-c2cccs2)n[nH]1 | 3 | -5 | 0.5 | -1 | -4 | 0 | -2 | -1 | 0 | -9
CCOC(=O)Nc1cc(C(=O)OC)ccc1C | 4 | 9 | 0.1 | 0 | -3 | -3 | 3 | 0 | 1 | 5
Nc1nnc(SCc2ccc([N+](=O)[O-])cc2)s1 | -2 | 3 | -0.6 | -3 | 2 | 2 | 3 | 0 | -2 | 1
COC(=O)c1ccc2c(c1)NC(=O)C(N1CCOCC1)S2 (configuration not stated) | -6 | 6 | 0.7 | 2 | -1 | -1 | 0 | 10 | 1 | -8
COc1ccccc1Cc1c(-c2ccccc2)nc2ccc(Cl)cn12 | -12 | nt | 1.2 | 13 | -5 | 0 | -7 | 19 | -8 | -9
CC1CC(CC(=O)NNc2nc(-c3ccccc3)cs2)C(=O)O1 (configuration not stated) | -7 | -1 | -2.5 | 0 | 2 | 2 | 1 | -1 | -6 | 2
CC1CCCCC1N=CC1=C(O)CC(C)(C)CC1=O (configuration not stated) | 4 | -2 | 1.9 | -2 | 4 | -1 | 1 | 0 | -13 | 4
COc1ccc(CC(NC(C)=O)C(=O)NC2CCN(C(=O)Nc3ccc(C#N)cc3)CC2)cc1OC (configuration not stated) | 8 | 4 | -1.8 | -1 | 0 | -3 | 1 | 1 | 4 | -1
C=CCn1cnc2c(nnn2-c2cc(C)cc(C)c2)c1=O | 1 | 2 | 0.1 | -1 | 5 | 1 | -1 | 3 | -1 | 7
Cc1ccc(NC(=O)CSC(C)C(=O)NCCc2ccccn2)cc1 (configuration not stated) | -1 | -13 | -0.8 | -2 | 2 | 3 | -5 | 5 | -6 | 1
CCOc1ccc(N(CC(=O)N/N=C/c2ccccn2)S(=O)(=O)c2ccc(Cl)cc2)cc1 | -17 | -9 | -1.6 | -5 | 3 | -2 | -8 | -2 | -5 | -1
COc1ccc(C(=O)OCc2ccc(C)cc2)cc1S(=O)(=O)N1CCOCC1 | -5 | -7 | -1.5 | -2 | 4 | 2 | 1 | -1 | 1 | -11
O=C(CN1CCCCC1)N1c2ccccc2Oc2ccccc21 | -1 | -1 | 0.6 | -1 | 2 | 0 | 0 | 3 | -5 | 6
NS(=O)(=O)c1cccc(NC(=O)CSc2n[nH]c(-c3ccccc3Br)n2)c1 | -2 | -4 | -2.5 | -4 | -3 | 1 | -3 | -2 | -8 | -2
Cc1cc(C(=O)NC2CCCc3c2cnn3-c2ccccc2F)nc(C)n1 (configuration not stated) | -11 | -1 | -1.5 | -1 | 7 | 5 | -6 | 1 | -3 | -8
Cc1nc2c(-c3ccccc3)c(C)nn2c(SCC(N)=O)c1Cc1ccccc1 | 13 | nt | -0.1 | 1 | -4 | -5 | -5 | 1 | -2 | 1
COC(=O)c1cc(Cl)nc2ccccc12 | 18 | 1 | -1.1 | -2 | 1 | 2 | -1 | -2 | 0 | 2
Cc1ccc2c(c1)-c1c(cnn1CC(=O)N1CCCN(Cc3ccccc3F)C1)CO2 | 0 | -6 | 0.1 | 2 | -5 | -2 | -3 | 0 | 0 | 5
CCOc1ccc(CN2CCC(C(=O)Nc3cccc(-c4ccn[nH]4)c3)CC2)cc1Cl | -9 | -15 | 0.7 | -1 | -8 | -4 | 4 | 0 | -5 | -7

One compound at a time, as listed above:
`Cc1cc(C(=O)NC2CCCc3c2cnn3-c2ccccc2F)nc(C)n1` (configuration not stated) as listed: TDP2 inh: -11; HTRA1 inh: -1; PG9 Ab binder: -1.5; PRMT1 FP inh: -1; TCR-CD3 inh: 7; LEDGF integ inh: 5; SIAE inh: -6; UHRF1 MBD2 ctr: 1; DDE Tn7 FP inh: -3; mABHD4 FP: -8
`COC(CNC(=O)c1cc(-c2ccncc2)nc2ccc(S(=O)(=O)N3CCOCC3)cc12)OC` as listed: TDP2 inh: 0; HTRA1 inh: -2; PG9 Ab binder: 0.8; PRMT1 FP inh: -4; TCR-CD3 inh: 0; LEDGF integ inh: -2; SIAE inh: 1; UHRF1 MBD2 ctr: 0; DDE Tn7 FP inh: -4; mABHD4 FP: -2

Other records
SMILES | TDP2 inh | HTRA1 inh | PG9 Ab binder | PRMT1 FP inh | TCR-CD3 inh | LEDGF integ inh | SIAE inh | UHRF1 MBD2 ctr | DDE Tn7 FP inh | mABHD4 FP
CCOP(=O)(c1ccc(N(C)C)cc1)C(O)c1c(Cl)cccc1Cl (configuration not stated) | 8 | -2 | -1.8 | 0 | 6 | 0 | 6 | 1 | 7 | 2
Cc1cc(C)cc(OCCNC(=O)c2ccc(Br)cc2)c1 | 4 | -10 | -1.7 | -9 | 2 | -6 | 4 | -1 | 3 | 0
CN(C)CCNC(=O)c1scc2c1CCCC2 | -16 | 9 | -1.0 | -6 | 5 | 1 | 0 | 3 | -8 | -6
N=c1n(Cc2ccc(Cl)cc2)c2ccccc2n1CC(O)COc1ccccc1 (configuration not stated) | 0 | -10 | -0.8 | -4 | 4 | -3 | -5 | -2 | -2 | 7
CN(Cc1ccccc1)c1ccc([N+](=O)[O-])cc1C(=O)O | -8 | 5 | -2.3 | -1 | 6 | -1 | 2 | -1 | 7 | 1
O=C(NCc1ccccc1)N(Cc1cc2cc3c(cc2[nH]c1=O)OCCO3)CC1CCCO1 (configuration not stated) | -3 | -3 | -0.3 | 1 | 4 | 1 | -5 | -1 | -2 | 1
CCOC(=O)N1CCN(C(=O)C(NC(=O)c2ccc(CC)cc2)C(C)C)CC1 (configuration not stated) | 1 | 6 | 0.4 | 1 | -1 | 4 | 0 | 3 | -5 | -3
CN1CCN(C(=O)C2=C[C@@H](C(C)(C)C)C[C@@H](OCc3ccc(CO)cc3)O2)CC1 | 2 | -3 | 0.7 | -1 | 1 | 0 | 6 | 2 | 1 | 6
CCN(CC)S(=O)(=O)c1cccc(C(=O)NCc2ccccc2)c1 | 1 | 4 | 1.1 | 0 | -13 | 0 | 4 | 1 | 3 | 4
CCCC(=O)Nc1nc2ccc(S(=O)(=O)N3CCCCC3)cc2s1 | 10 | -12 | -1.1 | -1 | -5 | 2 | 6 | -1 | 7 | -2
O=C(O)c1ccc(OCc2cn3ccccc3n2)cc1 | 8 | 5 | -0.1 | 6 | -4 | -3 | -2 | -2 | -4 | 0
Cc1nn(C)c(C)c1S(=O)(=O)N1CCCC(C(=O)NCC2COc3ccccc3O2)C1 (configuration not stated) | 1 | 6 | -0.9 | -1 | 7 | 1 | 0 | -2 | -1 | 0
CCOCCCNS(=O)(=O)c1ccc(NC(=O)c2ccc([N+](=O)[O-])cc2Cl)cc1 | 1 | 0 | 0.7 | 1 | -1 | -3 | -5 | 4 | -2 | -9
COc1ccc(C2Nc3ccccc3NC3=C2C(=O)CC(C)(C)C3)cc1O (configuration not stated) | 5 | 11 | -4.3 | 2 | 7 | 4 | -2 | -7 | 2 | 5
COc1ccccc1C(=O)NNC(=O)c1ccc2ccccc2c1O | 1 | 6 | -2.6 | 2 | 32* | -5 | 20* | -1 | 1 | 25
Cc1c(OC(C)C(=O)NCCCN2CCOCC2)ccc2c3c(c(=O)oc12)CCCC3 (configuration not stated) | -6 | 0 | 1.1 | -1 | 6 | -1 | -3 | 2 | -3 | 4
CCOC(=O)c1c(C)[nH]c(C(=O)CN(C)CC(=O)Nc2ccccc2C(F)(F)F)c1C | 5 | -15 | 0.6 | -1 | 4 | -5 | 4 | 0 | 4 | -2
Oc1ccc(-c2csc(Nc3ccccn3)n2)c(O)c1 | -8 | 12 | -2.1 | 6 | -4 | -4 | 5 | -2 | -4 | 21
O=C(CC(C(=O)NCc1ccccc1)c1nc2ccccc2c(=O)[nH]1)NCc1ccccc1 (configuration not stated) | -15 | -16 | 0.5 | -4 | 10 | -3 | 8 | -1 | -5 | 2
CN(C(=O)CSc1ccc2c(c1)OCCO2)c1ccccc1 | 0 | -7 | -0.5 | 7 | 4 | 0 | 2 | 3 | 6 | -1
Cc1cc(C)c(S(=O)(=O)Nc2ccc(Cl)cn2)c(C)c1 | 4 | -1 | -1.1 | -1 | 0 | 1 | -4 | -2 | 4 | -1
COc1ccccc1NC(=O)c1cc(-c2cc(OC)c(OC)c(OC)c2)nc2ccccc12 | 7 | -6 | -1.1 | -3 | 3 | 8 | -1 | -2 | 1 | -3
COc1ccccc1OCC(O)CN1CCOCC1 (configuration not stated) | 1 | 3 | -2.2 | -7 | 5 | -4 | 0 | 0 | 6 | 1
COc1cccc(N(CC(=O)Nc2ccc3c(c2)OCO3)S(=O)(=O)c2ccccc2)c1 | 11 | -18 | -0.2 | 1 | -1 | 2 | 1 | -1 | 6 | -4
CC(=O)NC(Cc1ccccc1)C(=O)NC1CCN(C(=O)c2ccc([N+](=O)[O-])cc2)CC1 (configuration not stated) | -4 | 2 | -1.1 | -1 | 3 | 0 | -3 | 1 | 4 | 3
